S100A4 MyoIIA: S100A4-myosin IIA interaction inhibition | inhibition, % at 10.7 µM | S100A4/TAMRA-MyoIIA peptide fluorescence polarization | 360,000 compounds, 0.14% hits | P26447;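 active = mean inhibition of at least 70% across replicates, with every replicate also reaching that level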
Target sequence (P26447 whole entry, looked up): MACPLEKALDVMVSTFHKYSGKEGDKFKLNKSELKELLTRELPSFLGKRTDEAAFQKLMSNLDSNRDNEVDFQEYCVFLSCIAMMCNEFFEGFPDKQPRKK
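Compound dosing: one dose per compound; test system: human S100A4 monomer with TAMRA-labelled myosin IIA peptide; probe or stimulus: TAMRA-labelled myosin IIA heavy-chain peptide probe, 5 nM; medium: HEPES buffer with Ca2+, pH 7.2; schedule: 5 min incubation before reading; benchmarks: neutral control DMSO, positive control TFP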
PGC1a acetyl inh: lowers PGC1a acetylation signal in U2OS cells. AlphaScreen anti-acetyl-lysine; with virally co-expressed GCN5 acetyltransferase. inhibition, % at 15.6 µM. 350,000 compounds, 0.17% hits. AID 651687;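 active = every replicate shows inhibition of at least 40%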;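 note: 0% = neutral control wells and 100% = positive control wells; some results beyond the cut were filed as inactive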
PAX8 inh HTS: inhibitors of PAX8 transcriptional activity in RMG-I cells | 360,000 compounds, 1.2% hits | RMG-I TPO-luciferase reporter, SteadyGlo, 24 h | AID 652154 | inhibition, % at 12.6 µM;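 active = mean replicate inhibition at least 60% with every replicate also reaching 60%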;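 note: luciferase light reporting Pax8 driven TPO promoter activity; plate controls were median of neutral control wells for no effect and mitoxantrone controls for full effect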
EWS-Fli block: blocks EWS/Fli oncoprotein-driven transcription. A673 NR0B1-luciferase reporter, viability-normalised. inhibition, % at 12.6 µM. 350,000 compounds, 0.67% hits;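 active = mean inhibition of at least 50% after viability correction, with every replicate also passing that limit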;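 note: firefly luciferase signal divided by Alamar Blue viability fluorescence both relative to DMSO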
LGR2 inh: inhibitors of bursicon-induced Drosophila LGR2 receptor cAMP signaling. inhibition, % at 9.99 µM. HEK293 LGR2, CRE-luciferase, bursicon-stimulated, 4 h. 380,000 compounds, 0.35% hits;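 active = drop in luminescence signal, shown as inhibition above about 50% in the replicate tests, limit read from the data, passing the limit was not always enough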;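 note: agonist challenge used bursicon conditioned medium at about half maximal strength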
FN deposition inh: fibronectin deposition inhibition; 350,000 compounds, 0.086% hits; AH1F fibroblasts, Alexa488-fibronectin deposition fluorescence, overnight; inhibition, % at 12.6 µM; AID 743247;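 active = mean inhibition across replicates of 30% or more, regardless of how many single replicates reach that level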;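 note: positive control wells lacked labelled fibronectin entirely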
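material = AH1F fibroblast monolayer depositing Alexa488-labelled fibronectin into matrix | amount = 10000 AH1F cells/well | buffer or medium = DMEM plus 2% serum, read in PBS | incubation = 1 h cell adhesion before compound, then overnight fibronectin incubation | detection = fluorescence at 485 nm excitation, 525 nm emission | evaluation = percent inhibition as loss of matrix-bound fibronectin fluorescence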
ERAP1 HTS inh: ERAP1 (human) enzyme inhibition | 340,000 compounds, 0.15% hits | Q9NZ08 | recombinant ERAP1, Leu-AMC fluorescence, 60 min | inhibition, % at 10.7 µM;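 active = mean replicate inhibition of at least 30%, or all replicates individually reaching that 30% level; inactive = mean below 30% and not every replicate reaching it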;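 note: 0% = neutral control wells and 100% = L-leucinethiol positive control wells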
Target sequence (Q9NZ08 whole entry, looked up): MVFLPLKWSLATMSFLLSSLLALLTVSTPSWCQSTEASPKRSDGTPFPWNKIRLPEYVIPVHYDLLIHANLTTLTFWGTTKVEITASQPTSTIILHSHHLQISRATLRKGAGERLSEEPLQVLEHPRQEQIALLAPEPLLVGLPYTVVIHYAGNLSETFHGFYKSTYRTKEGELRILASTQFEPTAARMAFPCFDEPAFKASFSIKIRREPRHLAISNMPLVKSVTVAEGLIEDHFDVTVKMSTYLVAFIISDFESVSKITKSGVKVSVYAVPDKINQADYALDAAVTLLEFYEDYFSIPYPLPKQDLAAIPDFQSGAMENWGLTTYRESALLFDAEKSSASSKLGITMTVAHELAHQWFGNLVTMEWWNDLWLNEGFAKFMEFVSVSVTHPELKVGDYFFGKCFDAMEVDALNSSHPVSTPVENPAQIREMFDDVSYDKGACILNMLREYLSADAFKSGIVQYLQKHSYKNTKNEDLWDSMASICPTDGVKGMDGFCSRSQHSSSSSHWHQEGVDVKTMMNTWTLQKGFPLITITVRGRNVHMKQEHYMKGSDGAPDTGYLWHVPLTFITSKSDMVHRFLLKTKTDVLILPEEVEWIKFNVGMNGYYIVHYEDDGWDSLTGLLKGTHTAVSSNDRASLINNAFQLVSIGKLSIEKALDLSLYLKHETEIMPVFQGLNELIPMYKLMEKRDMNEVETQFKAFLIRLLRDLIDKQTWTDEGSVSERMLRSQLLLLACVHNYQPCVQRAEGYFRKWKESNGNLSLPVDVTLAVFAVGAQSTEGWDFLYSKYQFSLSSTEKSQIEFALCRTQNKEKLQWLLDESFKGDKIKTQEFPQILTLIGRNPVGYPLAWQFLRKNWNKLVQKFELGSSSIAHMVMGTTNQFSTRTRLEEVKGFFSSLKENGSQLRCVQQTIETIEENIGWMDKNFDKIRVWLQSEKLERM
PglD inh: blocks C. jejuni PglD acetyltransferase activity; purified PglD enzyme, DTNB colorimetric CoA detection; inhibition, % at 12.5 µM; 360,000 compounds, 0.098% hits; in the data active = inhibition above about 16%, passing the limit was not always enough; note: strong numbers were not always called active
Active calls of the source: *; · = no result given; & = joins results of further samples.

The line under a structure holds: S100A4 MyoIIA | PGC1a acetyl inh | PAX8 inh HTS | EWS-Fli block | LGR2 inh | FN deposition inh | ERAP1 HTS inh | PglD inh
> C[C@@H]1CCCCO[C@H](CN(C)C(=O)Nc2cccc3ccccc23)[C@@H](C)CN([C@H](C)CO)C(=O)c2cc(NC(=O)Nc3ccccc3)ccc2O1
    · | -2 | 1 | -3 | 2 | -5 | · | 0
> CCC(=O)N1C[C@H](C)[C@@H](OC)CN(C)C(=O)c2ccc(NC(=O)C3CCOCC3)cc2OC[C@@H]1C
    -23 | 3 | -35 | -2 | 13 | · | -3 | ·
> COCCN(C(=O)COC(=O)COc1ccc2ccccc2c1)c1c(N)n(Cc2ccccc2)c(=O)[nH]c1=O
    -6 | 2 | 2 | -3 | 6 | 2 | 0 | -1
> O=S(=O)(c1ccccc1F)N1CCN(Cc2cc3c(cc2Br)OCCO3)CC1
    -3 | · | -8 | -1 | 16 | 0 | 0 | 2
> Cc1ccc2c(CC(=O)N3CCN(c4ccccc4)CC3)coc2c1
    3 | · | -3 | 8 | 3 | -14 | -1 | 5
> O=C(CBr)Nc1c2c(nn1-c1ccccc1)CSC2
    -2 | · | 12 | -12 | 26 | -2 | 3 | 0
> N#Cc1nc(-c2ccc(OCc3ccc(Cl)cc3)cc2)oc1N1CCC(C(N)=O)CC1
    24 | 16 | · | 8 | -13 | · | -1 | -1
> c1ccc(CNc2nc(CN3CCOCC3)nc3scc(-c4ccccc4)c23)cc1
    · | · | -21 | · | -5 | -3 | · | -6
> COc1cc2cc(C(=O)N3CCc4ccccc4C3)[nH]c2cc1OC
    -6 | 2 | 3 | · | 6 | -2 | 3 | 5
> OCC1(Cc2ccccc2Cl)CCN(C/C=C/c2ccccc2)CC1
    7 | 12 | -4 | 14 | -6 | -1 | 1 | -5
> O=[N+]([O-])c1ccc(COc2ccc(CN3CCCCC3)cc2)cc1
    7 | 5 | -65 | -81 | -35 | 3 | · | -2
> O=C(Nc1cc(Br)c(O)c(Br)c1)c1cccc(NC(=O)c2ccco2)c1
    1 | 6 | 16 | -2 | 9 | 2 | 2 | 1
> CC(CO)NS(=O)(=O)c1ccc(Br)cc1F (centres undefined)
    0 | · | 3 | -1 | 3 | 6 | · | -1
> CCS(=O)(=O)c1ncc(CO)n1CCc1ccccc1
    -6 | 19 | 23 | 6 | 3 | -1 | 4 | -3
> COc1ccc(N2CCN(c3nc4ccc(C)cn4c(=O)c3C=O)CC2)cc1
    0 | · | -27 | -9 | -9 | -5 | 9 | ·
> C[C@H](CO)N1C[C@H](C)[C@H](CN(C)C(=O)c2ccccc2)OCCCC[C@H](C)Oc2ccc(NC(=O)c3ccccc3)cc2C1=O
    17 | -7 | 11 | · | 4 | -11 | 0 | -1
> O=C(N/N=C/c1ccc2c(c1)OCO2)c1ccc(COc2cccc3cccnc23)cc1
    3 | 1 | -54 | -20 | -53 | 2 | 3 | ·
> CCCCn1c(N)c(N(CCOC)C(=O)c2cccc(S(=O)(=O)N(C)c3ccccc3)c2)c(=O)[nH]c1=O
    1 | -8 | 7 | 1 | -10 | 3 | 3 | -5
> CC(=O)Nc1ccc(NC(=O)CSc2nnc(C3CC3)n2-c2ccccc2)cc1
    4 | 0 | 0 | 1 | -25 | -6 | 4 | 6
> O=C(CCCO)CCCCCCCCC[C@H]1N[C@H](CO)[C@@H](O)[C@@H]1O
    0 | 1 | 20 | 0 | 8 | -3 | -6 | -1
> Cc1nnc(SCc2ccc(F)cc2Cl)s1
    · | 3 | · | · | -20 | 6 | · | -2
> CN(c1ccc(F)cc1)S(=O)(=O)c1ccc(Cl)c(C(=O)NC2(C)CCS(=O)(=O)C2)c1 (centres undefined)
    -2 | -4 | 10 | 3 | 9 | 4 | -8 | 2
> COC(=O)CS(=O)(=O)c1cc([N+](=O)[O-])ccc1NC(=O)OC
    -2 | · | -28 | -6 | -3 | -30 | -1 | ·
> O=C(CCN1C(=O)C2C3C=CC(C3)C2C1=O)N1CCCCC1 (centres undefined)
    -1 | -3 | 13 | 1 | 9 | · | 2 | ·
> COc1ccc(CNC(=O)c2cc3c(c(-c4cccc(-c5ccc(C#N)cc5)c4)n2)[C@@H](CCO)N([S@](=O)C(C)(C)C)C3)cc1
    -15 | -19 | 24 | 5 | 14 | 22 | 2 | 0
> C=CCNc1cc(F)ccc1S(=O)(=O)NCC=C
    -3 | 4 | 0 | -6 | -3 | 0 | 1 | 2
> CC(C)NC(=O)N(C)C[C@@H]1Oc2cc(-c3ccncc3)ccc2S(=O)(=O)N([C@H](C)CO)C[C@H]1C
    160* | 0 | · | -9 | 5 | 3 | -3 | -2
> CCN1CC(=O)N2[C@H](CO)[C@@H](c3ccc(-c4ccccc4F)cc3)[C@H]2C1
    -1 | 3 | -4 | -7 | -7 | · | 2 | ·
> CNC(=O)c1ccc(NC(=O)c2ccccc2OCc2c(C)noc2C)cc1
    2 | 6 | -23 | -6 | -2 | 4 | 2 | -2
> CCCCn1nnnc1C(c1ccnc2ccccc12)N1CCN(C/C=C/c2ccccc2)CC1 (centres undefined)
    -4 | 11 | -3 | 8 | -8 | 3 | -1 | 0
> CCOc1ccc(-c2n[nH]c(C)c2-c2ccccn2)c(O)c1
    -2 | 2 | 13 | 4 | 41 | 2 | -1 | ·
> COc1cccc2sc(=NC(=O)CS(=O)(=O)c3ccc(F)cc3)n(C)c12
    -2 | 2 | 1 | -5 | 20 | -1 | 1 | 1
> COc1ccc(NC(=S)Nn2cnnc2)c(OC)c1
    -9 | · | 10 | 2 | 11 | 2 | -4 | 3
> c1ccc(C2c3[nH]c4ccccc4c3CCN2Cc2cccn2-c2ccccn2)nc1 (centres undefined)
    -4 | -14 | 5 | 15 | 11 | 5 | -2 | 6
> CC(=O)Nc1cccc(NC(=O)C(C)N2c3cccc4cccc(c34)S2(=O)=O)c1 (centres undefined)
    -2 | -5 | -4 | 21 | -1 | 7 | -1 | -3
> O=C(COC(=O)c1cccs1)Nc1cccc(Cl)c1
    3 | 2 | 13 | 1 | -20 | -8 | 0 | 0
> O=C(COC(=O)c1ccc(S(=O)(=O)NCc2ccco2)cc1)NC1CCCCCC1
    -8 | · | · | · | 13 | · | 4 | 5
> COc1ccc(NC(=O)Nc2ccc3c(c2)C(=O)N([C@@H](C)CO)C[C@@H](C)[C@@H](CN(C)C(=O)Nc2ccc4c(c2)OCO4)O3)cc1
    · | 1 | 4 | -12 | -6 | · | · | -3
> Cc1ccc(NC(=S)/C(=C(\[O-])c2ccc(Cl)s2)[n+]2cccc(CO)c2)cc1C
    18 | -3 | -36 | -3 | -54 | -11 | -1 | -1
> N#Cc1ccccc1CSc1nc2ncc(Br)cc2[nH]1
    -5 | 2&15 | -4 | -9 | -6 | · | -1 | -3&-3
> O=C(O)CN1CCN(CC(=O)O)CCN(CC(=O)O)CCN(CC(=O)O)CC1
    -6 | -7 | -21 | -7 | -10 | 4 | 9 | -2
> C[C@H]1CN([C@@H](C)CO)C(=O)Cc2cc(NS(C)(=O)=O)ccc2O[C@H]1CN(C)C(=O)Nc1ccc(F)cc1
    1 | -2 | 1 | 3 | 17 | -16 | -1 | 1
> Cc1ccc(-c2cnc3c(c2)C(=O)N([C@@H](C)CO)C[C@@H](C)[C@H](CN(C)S(C)(=O)=O)O3)cc1
    13 | 12 | 6 | -2 | -9 | · | -2 | -2
> O=C(NCc1cccc(F)c1)[C@@H]1[C@@H](CO)[C@@H]2Cn3c(cccc3=O)[C@H]1N2C(=O)c1cnccn1
    7 | · | -6 | -2 | 3 | · | -4 | -3
> Cc1ccc(-c2ccc3c(c2)O[C@@H](CN(C)C(=O)Nc2ccc(C(F)(F)F)cc2)[C@H](C)CN([C@@H](C)CO)S3(=O)=O)cc1
    -10 | 16 | · | 10 | · | 16 | -1 | -2
> O=S(=O)(c1ccccc1)c1nc(Cc2ccccc2)oc1N1CCOCC1
    5 | 0 | -3 | 8 | 3 | 2 | 5 | 0
> C[C@@H]1CN([C@H](C)CO)C(=O)c2cc(N(C)C)ccc2O[C@@H](C)CCCCO[C@H]1CN(C)Cc1ccncc1
    · | -4 | 18 | 2 | 29 | · | · | ·
> O=C(Nc1cccc(Cl)c1Cl)C1CCN(c2ncccn2)CC1
    · | -9 | 4 | · | · | -1 | · | -6
> COc1ccc(-n2c(SCC(=O)N/N=C(\C)c3cccnc3)nc3ccccc3c2=O)cc1
    0 | 7 | 16 | -1 | 3 | 4 | · | 0
> COc1ccc(/C=N/NC(=O)c2cc(C)oc2C)cc1OCc1ccccc1
    6 | · | -2 | 23 | 7 | -3 | -4 | 3
> COc1ccc(C(=O)C2CCCN(Cc3nc4ccccc4nc3C)C2)cc1OC (centres undefined)
    -5 | 3 | 9 | -2 | 5 | · | 6 | 1
> Cc1ccc(N(CC(=O)NCc2ccc3c(c2)OCO3)S(=O)(=O)c2c(C)noc2C)cc1
    0 | · | 5 | 1 | 3 | 2 | -2 | -2
> COc1ccccc1NC(=O)N1C[C@H](O)COC[C@H]2O[C@@H](CC(=O)N3CCC(Cc4ccccc4)CC3)CC[C@@H]21
    6 | -4 | 17 | 5 | -18 | -7 | -1 | -1
> O=C(CO/N=C\c1ccccc1)Nc1ccccc1C(=O)N1CCOCC1
    · | -4 | -5 | · | 13 | -1 | · | 5
> O=S(=O)(NCCc1csc(-c2cccnc2)n1)c1ccc2c(c1)OCCO2
    -6 | 2 | · | 9 | -1 | 3 | 2 | 0

Part of the list above, reformatted:
SMILES	S100A4 MyoIIA	PGC1a acetyl inh	PAX8 inh HTS	EWS-Fli block	LGR2 inh	FN deposition inh	ERAP1 HTS inh	PglD inh
C[C@@H]1CCCCO[C@H](CN(C)C(=O)Nc2cccc3ccccc23)[C@@H](C)CN([C@H](C)CO)C(=O)c2cc(NC(=O)Nc3ccccc3)ccc2O1	·	-2	1	-3	2	-5	·	0
CCC(=O)N1C[C@H](C)[C@@H](OC)CN(C)C(=O)c2ccc(NC(=O)C3CCOCC3)cc2OC[C@@H]1C	-23	3	-35	-2	13	·	-3	·
COCCN(C(=O)COC(=O)COc1ccc2ccccc2c1)c1c(N)n(Cc2ccccc2)c(=O)[nH]c1=O	-6	2	2	-3	6	2	0	-1
O=S(=O)(c1ccccc1F)N1CCN(Cc2cc3c(cc2Br)OCCO3)CC1	-3	·	-8	-1	16	0	0	2
Cc1ccc2c(CC(=O)N3CCN(c4ccccc4)CC3)coc2c1	3	·	-3	8	3	-14	-1	5
O=C(CBr)Nc1c2c(nn1-c1ccccc1)CSC2	-2	·	12	-12	26	-2	3	0
N#Cc1nc(-c2ccc(OCc3ccc(Cl)cc3)cc2)oc1N1CCC(C(N)=O)CC1	24	16	·	8	-13	·	-1	-1
c1ccc(CNc2nc(CN3CCOCC3)nc3scc(-c4ccccc4)c23)cc1	·	·	-21	·	-5	-3	·	-6
COc1cc2cc(C(=O)N3CCc4ccccc4C3)[nH]c2cc1OC	-6	2	3	·	6	-2	3	5
OCC1(Cc2ccccc2Cl)CCN(C/C=C/c2ccccc2)CC1	7	12	-4	14	-6	-1	1	-5
O=[N+]([O-])c1ccc(COc2ccc(CN3CCCCC3)cc2)cc1	7	5	-65	-81	-35	3	·	-2
O=C(Nc1cc(Br)c(O)c(Br)c1)c1cccc(NC(=O)c2ccco2)c1	1	6	16	-2	9	2	2	1
CC(CO)NS(=O)(=O)c1ccc(Br)cc1F (centres undefined)	0	·	3	-1	3	6	·	-1
CCS(=O)(=O)c1ncc(CO)n1CCc1ccccc1	-6	19	23	6	3	-1	4	-3
COc1ccc(N2CCN(c3nc4ccc(C)cn4c(=O)c3C=O)CC2)cc1	0	·	-27	-9	-9	-5	9	·

Bioassay records as filed in PubChem.
